H9c2 TAG inh: reduces triacylglycerol accumulation in H9c2 cells; Nile Red lipid (TAG) fluorescence; cells loaded with 200 µM oleic acid; inhibition, % at 12.5 µM; hit rate 0.66% among 230,000;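 active = pattern-corrected inhibition of lipid staining of at least 50% with the nuclear-stain viability signal not falling by more than 50%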;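 also: 0% = DMSO wells and 100% = triacsin C control wells; some results filed as inactive read as strong as hits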
H9c2 TAG inh DAPI viability: second read-out of H9c2 TAG inh, no call of its own (marks repeat the call); DAPI nuclei signal change (viability), lower = more cytotoxic, %;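 whole-well DAPI fluorescence read on a plate reader as a viability signal; minus 50 percent equals half of cells still viable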
An asterisk follows results filed as active; & = joins results of further samples. These rows are one share of the data (hit frequency here may not be typical).

cpd	Structure	H9c2 TAG inh	H9c2 TAG inh DAPI viability
1	CC[N+](C)(CC)CCOC(=O)C(O)(c1ccccc1)C1CCCCC1 (stereo not drawn)	16	8
2	CCOc1ccc(C(=O)OCCN(CC)CC)cc1	-12	0
3	Cc1ccc(CN2CCN(Cc3cccc4nccnc34)CC2CCO)cc1 (stereo not drawn)	-5	-4
4	CC[n+]1c(C)sc2cc(OC)ccc21	-22	9
5	CCCn1cnc2c1c(=O)n(CCCCC(C)=O)c(=O)n2C	-6	4
6	COc1cc2c(cc1OC)C(=O)C(CC1CCN(Cc3ccccc3)CC1)C2 (stereo not drawn)	3	-7
7	c1ccc(CN(CC2=NCCN2)c2ccccc2)cc1	8&20	2&-6
8	COc1ccccc1N1CCN(CCCNc2cc(=O)n(C)c(=O)n2C)CC1	-7	4

Random excerpt: four records from the list, in no set order.
cpd	Structure	H9c2 TAG inh	H9c2 TAG inh DAPI viability
4	CC[n+]1c(C)sc2cc(OC)ccc21	-22	9
8	COc1ccccc1N1CCN(CCCNc2cc(=O)n(C)c(=O)n2C)CC1	-7	4
3	Cc1ccc(CN2CCN(Cc3cccc4nccnc34)CC2CCO)cc1 (stereo not drawn)	-5	-4
5	CCCn1cnc2c1c(=O)n(CCCCC(C)=O)c(=O)n2C	-6	4

The listing picks up, starting two compounds before the break.
cpd	Structure	H9c2 TAG inh	H9c2 TAG inh DAPI viability
7	c1ccc(CN(CC2=NCCN2)c2ccccc2)cc1	8&20	2&-6
8	COc1ccccc1N1CCN(CCCNc2cc(=O)n(C)c(=O)n2C)CC1	-7	4
9	CC(COc1ccccc1)NC(C)C(O)c1ccc(O)cc1 (stereo not drawn)	-9	11
10	O=C(c1ccc(F)cc1)C1CCN(CCn2c(=O)[nH]c3ccccc3c2=O)CC1	5&-2	-1&-8
11	NC(=O)c1cccc(-c2cc(Nc3ccc(OC(F)(F)F)cc3)ncn2)c1	1	16
12	C1CCC(C(CC2CCCCN2)C2CCCCC2)CC1 (stereo not drawn)	130&127	-66&-80
13	C=C[C@H]1CN2CC[C@H]1C[C@@H]2[C@@H](O)c1ccnc2ccc(OC)cc12	0&4&2	-1&-2&4
14	c1ccc(CC2=NCCN2)cc1	0	6
15	O=C(NCCc1c[nH]c2ccccc12)c1cccnc1	-19	-2
16	COc1ccc(/C=C/C(=O)Nc2ccccc2C(=O)O)cc1OC	5	-6

Record cards, from the list above. Order of values: H9c2 TAG inh, H9c2 TAG inh DAPI viability
O=C(c1ccc(F)cc1)C1CCN(CCn2c(=O)[nH]c3ccccc3c2=O)CC1 as listed: 5&-2, -1&-8
C=C[C@H]1CN2CC[C@H]1C[C@@H]2[C@@H](O)c1ccnc2ccc(OC)cc12 as listed: 0&4&2, -1&-2&4
c1ccc(CC2=NCCN2)cc1 as listed: 0, 6
NC(=O)c1cccc(-c2cc(Nc3ccc(OC(F)(F)F)cc3)ncn2)c1 as listed: 1, 16
O=C(NCCc1c[nH]c2ccccc12)c1cccnc1 as listed: -19, -2

Going on with the list.
Each structure is followed by: H9c2 TAG inh	H9c2 TAG inh DAPI viability
(17) CN1CCN(C(c2ccccc2)c2ccccc2)CC1
    14	-23
(18) Cc1cc(Nc2cc(N3CCN(C)CC3)nc(Sc3ccc(NC(=O)C4CC4)cc3)n2)n[nH]1
    40	-23
(19) CC1COc2c(N3CCN(C)CC3)c(F)cc3c(=O)c(C(=O)O)cn1c23 (stereo not drawn)
    -19	-4
(20) NC(=O)c1cn(Cc2c(F)cccc2F)nn1
    -7	5
(21) Cc1cc(-c2ccccc2)nnc1NCCN1CCOCC1
    5	-9
(22) C=C[C@@H]1CN2CCC1C[C@@H]2[C@@H](O)c1ccnc2ccc(OC)cc12 (stereo partly drawn)
    -18&2	14&3
(23) CC1(C)Cc2c(sc(NC(=S)NC(=O)c3ccccc3)c2C(=O)O)CO1
    9	0
(24) CC(=O)OCC1=C[C@@H]2OC(=O)C3=CO[C@@H](O[C@@H]4O[C@H](CO)[C@@H](O)[C@H](O)[C@H]4O)[C@H]1[C@@H]32
    14	-4
(25) O=C(CCNNC(=O)c1ccncc1)NCc1ccccc1
    12	-2
(26) Cc1c(NC(=O)c2cccnc2)c(=O)n(-c2ccccc2)n1C
    -2	-1
(27) COc1ccc(C(=O)NCc2ccc(OCCN(C)C)cc2)cc1OC
    -5	0

Screening data as filed in PubChem BioAssay.
